# GLA spleen mod: qHTS Assay for Inhibitors and Activators of Human alpha-Galactosidase From Spleen Homogenate. 240,000 compounds, 0.008% hits. human spleen homogenate, 4MU-alpha-Gal fluorescence, 40 min. Potency, µM (top dose mostly 80 µM), for the others: top-dose activity change, negative = inhibition, most hits filed as inhibitors. Alpha-galactosidase A (Homo sapiens), P06280;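 further: 0% = enzyme with vehicle and -100% = no enzyme basal signal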
# Target sequence (P06280 32-429 limits assumed): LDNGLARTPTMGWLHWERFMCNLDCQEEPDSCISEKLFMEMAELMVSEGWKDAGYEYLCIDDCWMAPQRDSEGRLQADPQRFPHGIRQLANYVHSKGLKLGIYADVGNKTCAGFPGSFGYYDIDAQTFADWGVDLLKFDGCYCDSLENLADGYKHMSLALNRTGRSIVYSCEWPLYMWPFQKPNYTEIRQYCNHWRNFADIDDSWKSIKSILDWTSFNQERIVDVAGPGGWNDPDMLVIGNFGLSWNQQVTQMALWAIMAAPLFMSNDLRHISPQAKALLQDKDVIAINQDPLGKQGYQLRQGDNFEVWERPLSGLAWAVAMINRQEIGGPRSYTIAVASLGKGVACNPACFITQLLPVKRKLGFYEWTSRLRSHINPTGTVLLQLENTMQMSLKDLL
#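 Human spleen homogenate (1 ug) was the enzyme source, with 4-methylumbelliferyl-alpha-D-galactopyranoside (1 mM final) in pH 5.0 citrate buffer with 0.01% Tween-20. Compounds were titrated; after 40 min at 37C, NaOH/glycine stop, 4-MU fluorescence read; AC50 from Hill fits.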
# Tau fluor cs: Counterscreen qHTS for Inhibitors of Tau Fibril Formation, Fluorescence Polarization | tau K18 P301L Alexa594 fluorescence, heparin fibrillization | Potency, µM (titrated, usually from 57.7 µM), for inactives: at the top dose activity change, negative = decrease | 280,000 compounds, 0.93% hits; further: on the % scale 0 is the no-effect control and ±100 the full control effect; nearly all actives have a fitted effect of over 55% in size
#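 Human K18 P301L tau (15 uM unlabeled plus 0.24 uM Alexa 594-labeled, final) in 100 mM sodium acetate pH 7 was mixed with compound and 20 uM heparin and incubated 6 hr at 37 C.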
# GAA inhib: qHTS Assay for Inhibitors of Human alpha-Glucosidase as a Potential Chaperone Treatment of Pompe Disease; Lysosomal alpha-glucosidase (Homo sapiens), P10253; purified human GAA, 4-MU-alpha-glucoside fluorescence; Potency, µM (highest dose often 76.9 µM), for the others: at the top dose activity change, negative = inhibition, actives largely listed as inhibitors; 200,000 compounds, 0.005% hits;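 further: plate controls were uninhibited enzyme wells for no effect and no-enzyme background for full effect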
#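 Endpoint fluorogenic read: 20 min room-temperature reaction of 4 nM human alpha-glucosidase with 400 uM 4-methylumbelliferyl-alpha-D-pyranoside, pH 5.0, quenched with 1M NaOH/1M glycine pH 10. AC50 from Hill modeling.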
# Tau fibril FP: qHTS for Inhibitors of Tau Fibril Formation, Fluorescence Polarization. Microtubule-associated protein tau (Homo sapiens), P10636. K18 P301L tau heparin fibrillization, Alexa594 FP, 6 h. Potency, µM (series often up to 57.7 µM), without a hit: at the highest dose activity, negative = inhibition, most hits filed as inhibitors. 280,000 compounds, 0.39% hits; further: on the % scale 0 is the no-effect control and ±100 the full control effect; nearly all actives have a fitted effect of over 55% in size
# Target sequence (P10636 561-689 P618L limits assumed): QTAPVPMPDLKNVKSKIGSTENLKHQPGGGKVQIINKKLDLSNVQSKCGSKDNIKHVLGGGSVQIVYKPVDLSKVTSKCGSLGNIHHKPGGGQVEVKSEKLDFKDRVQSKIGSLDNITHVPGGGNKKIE
#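 Quantitative HTS format: compounds meet 15 uM recombinant K18 P301L tau and Alexa 594-tau tracer in 100 mM sodium acetate pH 7; 20 uM heparin triggers fibrillization at 37 C over 6 hr; FP gives the signal.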
# HTT ATP protect: qHTS Multiplex Assay to Identify Dual Action Probes in a Cell Model of Huntington: Cytoprotection (ATP); PC12 HTT-Q103 induced, cytoprotection, ATP luminescence, 40 h; Potency, µM (series often up to 56.4 µM), inactives show cytoprotection (ATP increase), actives largely listed as activators; 230,000 compounds, 0.14% hits; AID 1471, 2008;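 further: % of control where 0% means no effect; nearly all actives have a fitted effect of over 45% in size; toxic huntingtin expression switched on by the ecdysone agonist tebufenozide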
#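 Stable PC12 Q103-GFP cells in serum-supplemented, phenol red-free DMEM; induction by tebufenozide at 100 nM final; compound dose series; cell viability quantified luminescently from ATP.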
# Tau ThT inhib: qHTS for Inhibitors of Tau Fibril Formation, Thioflavin T Binding | AID 1460, 2008 | 270,000 compounds, 2.1% hits | Microtubule-associated protein tau (Homo sapiens), P10636 | Potency, µM (top dose mostly 57.4 µM), without a hit: at the top dose activity, negative = inhibition, hits mostly inhibitors | recombinant tau K18 P301L (four-repeat tau fragment), heparin-induced fibrillization, ThT fluorescence; further: on the % scale 0 is the no-effect control and ±100 the full control effect; nearly all actives have a fitted effect of over 55% in size
#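 K18 P301L tau (15 uM + 0.24 uM Alexa 594-tagged), heparin 20 uM, NaOAc pH 7, 6 h 37 C; ThT 30 uM, 1 h RT, ex 450/em 510 nm.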
# GAA spleen mod: qHTS Assay for Inhibitors and Activators of Human alpha-Glucosidase From Spleen Homogenate; Lysosomal alpha-glucosidase (Homo sapiens), P10253; 240,000 compounds, 0.006% hits; human spleen homogenate, 4-MU-alpha-glucoside fluorescence; Potency, µM (top dose mostly 79.9 µM), for the others: top-dose activity change, negative = inhibition, hits mostly inhibitors;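 further: 0% = enzyme with vehicle and -100% = no enzyme basal signal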
#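 Compounds were titrated against alpha-glucosidase in spleen homogenate at pH 5.0, with 1 mM 4-methylumbelliferyl substrate for 40 min at 37 C. Reactions were quenched with pH 10 NaOH/glycine and fluorescence measured.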
# GAA glycogen: qHTS Assay for Inhibitors and Activators of Human alpha-Glucosidase Cleavage of Glycogen; Lysosomal alpha-glucosidase (Homo sapiens), P10253; recombinant GAA, glycogen substrate, Amplex Red glucose oxidase fluorescence; Potency, µM (titrated, usually from 76.4 µM), for the others: at the highest dose activity change, negative = inhibition, usual class: inhibitors; 300,000 compounds, 0.38% hits; AID 2100, 2009;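 further: 0% = full enzyme reaction and -100% = no-enzyme basal signal; the screen sought inhibitors and activators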
#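 Recombinant enzyme (4 nM final) with compounds titrated up to 77 uM and bovine liver glycogen (30 ug) in citrate pH 5.0, 0.01% Tween-20, 37 C 40 min. Released glucose detected by Amplex Red/glucose oxidase (Ex 573/Em 610); AC50 from Hill fits.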
# * = called active by the depositor; ? = inconclusive; . = no result given; [ ] = another dose, or the depositor's remark. The call rests on the fitted dose curve; in most records, active means well fitted curve in the direction sought with a large enough effect; inconclusive means small, poorly fitted or top-dose-only effect, or another doubt; inactive means no such curve, though single readings can be large; an effect the other way counts as inactive or inconclusive. Potency means the concentration at half of the fitted maximal effect.
SMILES,GLA spleen mod,Tau fluor cs,GAA inhib,Tau fibril FP,HTT ATP protect,Tau ThT inhib,GAA spleen mod,GAA glycogen
COC(=O)C(C(C)=O)C(NC(=O)OC(C)(C)C)c1ccccc1 (stereo not drawn),9%,-9%,.,-3%,?,-9%,-5%,.
COC(=O)CNC(=S)NC(=O)c1ccc(C(C)(C)C)cc1,5%,-11%,7%,-1%,-110%[inhibitor],-11%,-7%,-15%
C=CCn1c(N)c(C(=O)NCC2CCCO2)sc1=S (stereo not drawn),0%,-1%,8%,-6%,3%,0%,1%,-13%
O=C1CC(N2CCN(Cc3ccccc3)CC2)C(=O)N1c1ccc2c(c1)OCCO2 (stereo not drawn),7%,-6%,-6%,0%,9%,-12%,1%,0%
CCN1CCN(c2nc3c(C)cccn3c(=O)c2/C=C(\C#N)S(=O)(=O)c2ccccc2)CC1,-3%,-1%,0%,0%,-11%[10 µM],4%,-12%,-3%
CC(=O)c1c(NC(=O)C(C)C)nc(C)nc1-c1ccccc1,3%,-6%,13%,-8%,13%,-7%,5%,1%
CC(C)(C)NC(=O)CSc1nc2ccc(NC(=O)CSc3nnnn3Cc3ccccc3)cc2s1,-4%,?,?,?,2%[10 µM],-18%,1%,-15%
CCOc1cc(C)c(C(C)C)cc1S(=O)(=O)N1CCN(C)CC1,0%,3%,-3%,-8%,-2%,0%,-1%,-3%
CC1(C)Cc2ccccc2-c2nnc(SCC(=O)N3CCN(c4ccccc4)CC3)n21,0%,-16%,-2%,-4%,-16%[10 µM],?,-15%,0%
COc1ccc(CNC(=O)c2ccc(CS(=O)Cc3ccccc3Cl)o2)cc1 (stereo not drawn),.,-15%,.,-2%,.,-12%,.,-7%[76.3 µM]
N#Cc1ccc(OCc2nnc(SCC(=O)N3CCCc4ccccc43)n2-c2ccccc2)cc1,5%,-1%,-14%,9%,-16%[10 µM],-16%,3%,6%
CC(=O)c1sc(Nc2nc3ccc(F)cc3s2)nc1C,-10%,?,-5%,7%,-80%[inhibitor],?,-9%,4%
Cc1cc(C)c(O)c(N)c1,-6%,-25%,1%,-17%,8%[10 µM],22µM*,0%,?
N#Cc1ccc(-c2cn(-c3ccccc3)c3[n+]2CCCS3)cc1,-29%,3%,6%,6%,-15%,5%,6%,3%
COc1ccc(-c2c3c(=O)n(C)c(=O)n(C)c3cn2NC(C)=O)cc1,-3%,0%,-7%,0%,-23%,0%,-5%,-1%
COc1ccc(N2CCN(c3ncnc4nc[nH]c34)CC2)cc1,-1%,-24%,2%,11%,-12%,18µM*,0%,9%
O=C(Nc1ccccc1F)C(Cc1ccccc1)N1Cc2ccccc2C1=O (stereo not drawn),.,-3%,.,-5%,.,1%,.,5%[76.3 µM]
OCCN1CCN(C(=S)Nc2ccccc2)CC1,1%,1%,0%,-2%,17%,0%,-4%,9%
CCN1CCC(N(Cc2cccc(OC)c2)C(=O)Nc2cccc(C(F)(F)F)c2)CC1,.,-1%,.,7%,.,2%,.,9%[76.3 µM]
O=C(CN(Cc1ccco1)C(=O)CNS(=O)(=O)c1ccccc1)NC1CCCCC1,-4%,7%,-2%,-2%,15%,4%,-7%,11%
CN(C(=O)COC(=O)c1ccccc1SCC(=O)NC1CCCCCCC1)C1CCS(=O)(=O)C1 (stereo not drawn),-2%,-11%,-2%,3%,-1%[10 µM],-10%,-2%,0%
O=C(Cn1cc2c(n1)CCCCC2)NC1CCCCCC1,3%,-10%,3%,-1%,-12%,-4%,2%,4%
O=C(O)Cn1c(SC2CCCCC2)nc2ccccc21,4%,-4%,-7%,1%,7%,-8%,5%,2%
O=C1C=CN(C(=O)Oc2ccccc2)CC1,-5%,5%,4%,14%,-1%[10 µM],4%,-7%,14%
CN(C)c1c(N)[nH]c2c(c1=O)c(=O)n(C)c(=O)n2C,3%,-6%,-7%,3%,.,-7%,4%,?

# 3 entries out of the list, ordered by SMILES length, smallest number first.
SMILES,GLA spleen mod,Tau fluor cs,GAA inhib,Tau fibril FP,HTT ATP protect,Tau ThT inhib,GAA spleen mod,GAA glycogen
OCCN1CCN(C(=S)Nc2ccccc2)CC1,1%,1%,0%,-2%,17%,0%,-4%,9%
COC(=O)CNC(=S)NC(=O)c1ccc(C(C)(C)C)cc1,5%,-11%,7%,-1%,-110%[inhibitor],-11%,-7%,-15%
COC(=O)C(C(C)=O)C(NC(=O)OC(C)(C)C)c1ccccc1 (stereo not drawn),9%,-9%,.,-3%,?,-9%,-5%,.

# Full records from above.
# `COC(=O)C(C(C)=O)C(NC(=O)OC(C)(C)C)c1ccccc1` (stereo not drawn) is listed as GLA spleen mod: 9%; Tau fluor cs: -9%; GAA inhib: .; Tau fibril FP: -3%; HTT ATP protect: ?; Tau ThT inhib: -9%; GAA spleen mod: -5%; GAA glycogen: .
# `COC(=O)CNC(=S)NC(=O)c1ccc(C(C)(C)C)cc1` is listed as GLA spleen mod: 5%; Tau fluor cs: -11%; GAA inhib: 7%; Tau fibril FP: -1%; HTT ATP protect: -110%[inhibitor]; Tau ThT inhib: -11%; GAA spleen mod: -7%; GAA glycogen: -15%
# `O=C(Nc1ccccc1F)C(Cc1ccccc1)N1Cc2ccccc2C1=O` (stereo not drawn) is listed as GLA spleen mod: .; Tau fluor cs: -3%; GAA inhib: .; Tau fibril FP: -5%; HTT ATP protect: .; Tau ThT inhib: 1%; GAA spleen mod: .; GAA glycogen: 5%[76.3 µM]

# The listing continues:
SMILES,GLA spleen mod,Tau fluor cs,GAA inhib,Tau fibril FP,HTT ATP protect,Tau ThT inhib,GAA spleen mod,GAA glycogen
Cn1c(SCC(=O)NCc2ccc3c(c2)OCO3)nnc1C1COc2ccccc2O1 (stereo not drawn),12%,-2%,-3%,6%,-8%[10 µM],-6%,-12%,-17%
COc1ccc(C(=O)NC(CC(=O)O)c2cc([N+](=O)[O-])ccc2Cl)c(SC)c1 (stereo not drawn),-3%,4%,-1%,6%,-32%[inhibitor],-2%,-1%,4%
Cc1cc(Nc2ccccc2F)n2nc(-c3ccccc3)nc2n1,.,-5%,.,-5%,.,-1%,.,15%[76.3 µM]
CCn1c(COc2cccc3cccnc23)nnc1SC(F)F,0%,0%,?,-1%,-43%[inhibitor],0%,-13%,23%
COc1ccc(S(=O)(=O)N2c3ccccc3OCC2C)cc1 (stereo not drawn),-10%,-21%,-4%,-10%,-70%[inhibitor][10 µM],-7%,-14%,-9%
CCOC(=O)C1(C)NC(c2ccc(N(C)C)cc2)C2C(=O)N(CC)C(=O)C21 (stereo not drawn),9%,3%,?,-6%,-13%,2%,0%,-29%
Cc1csc(SCCn2c(N3CCN(c4ccccc4)CC3)nc3c2c(=O)[nH]c(=O)n3C)n1,?,7%,-10%,8%,-19%[0.074 µM],1%,-1%,-10%
COc1ccc(CNC(=O)c2ccc(CNc3c(NC4CCCCC4)c(=O)c3=O)cc2)cc1,3%,-6%,-1%,-15%,.,5%,0%,1%
COc1cc2[nH]c(=O)n(Cc3ccc(C(=O)NCc4ccccc4)cc3)c(=O)c2cc1OC,.,?,.,?,.,-3%,.,0%[76.3 µM]
Cc1nc2ccc(S(=O)(=O)Nc3cccc(-c4nc5cccnc5s4)c3C)cc2s1,-12%,?,-5%,2%,.,-16%,-9%,1%
O=C(Nc1cccc(S(=O)(=O)N2CCOCC2)c1)c1cnn2c(C(F)F)cc(-c3ccccc3)nc12,-1%,-8%,7%,0%,9%[10 µM],6%,-11%,-7%
CS(=O)(=O)N(CC(=O)NC1CC2CCC1C2)c1cccc(C(F)(F)F)c1 (stereo not drawn),-3%,-6%,-3%,0%,-4%,-7%,-3%,-3%
CCOC(=O)c1c(NC(=O)CN2CCN(c3ccc(Cl)cc3)CC2)sc(C)c1C,5%,-7%,2%,6%,-28%,-10%,0%,-2%
COc1c(C)cc(C(=O)C2CCCN(C(=O)c3snnc3C)C2)cc1C (stereo not drawn),-2%,-3%,.,-7%,5%[10 µM],-2%,-11%,14%
COc1ccc(CC(=O)NNc2ncnc3c2cnn3-c2ccc(C)cc2)cc1OC,-1%,-14%,-7%,-5%,-9%[10 µM],-12%,-3%,0%
Cc1ccc(N=Nc2c(N)nn3c(N)c(C#N)c(C)nc23)cc1,0%,?,-11%,-10%,-3%[10 µM],1.4µM*,4%,-11%
CN(C)S(=O)(=O)c1ccc(/C(O)=C2/C(=O)C(=O)N(Cc3cccnc3)C2c2ccco2)cc1 (stereo not drawn),2%,-9%,7%,-8%,-13%,?,-11%,-7%
Clc1ccc(-c2nc3ncccn3c2Nc2ccc3c(c2)OCO3)cc1,-14%,?,-3%,14%,-56%[inhibitor],?,-5%,?

# Some entries already given with just GAA spleen mod, GLA spleen mod and Tau fluor cs.
mol,GAA spleen mod,GLA spleen mod,Tau fluor cs
Cc1csc(SCCn2c(N3CCN(c4ccccc4)CC3)nc3c2c(=O)[nH]c(=O)n3C)n1,-1%,?,7%
COc1ccc(CNC(=O)c2ccc(CNc3c(NC4CCCCC4)c(=O)c3=O)cc2)cc1,0%,3%,-6%
COc1cc2[nH]c(=O)n(Cc3ccc(C(=O)NCc4ccccc4)cc3)c(=O)c2cc1OC,.,.,?

# Screens (PubChem BioAssay)
